Screening data (PubChem)
S1P4 ag: S1P4 receptor agonists, primary screen, cell-based | Sphingosine 1-phosphate receptor 4 (Homo sapiens), O95977 | S1P4-expressing cell line, agonist reporter assay | activation, % at 4.98 µM | 0.35% of 220,000 active | AID 1509, 2009; in the data active means activation above about 11%;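 further: 0% = DMSO vehicle and 100% = reference agonist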
CHOP inhibitor: inhibitors of CHOP promoter induction, primary screen, cell-based, unfolded protein response, luciferase reporter; AID 2732, 2010; inhibition, % at 10 µM; 3.8% of 220,000 active; CHO-K1 CHOP-promoter luciferase, tunicamycin-induced, 15-18 h;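 active means compounds that reduced the stress-induced luciferase reporter signal by more than about 70% of percent inhibition, limit read from the data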;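 further: 0% = tunicamycin plus vehicle and 100% = wells without tunicamycin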
TRPML3 agonist: human TRPML3 channel agonists, primary screen, cell-based, HEK293 TRPML3-YFP, Fluo-8 calcium fluorescence, 3 µM; 100% = the carbachol control signal; activation, % at 3 µM; 0.29% of 220,000 active; AID 1448, 2008;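 active means activation above its plate's cutoff, the mean activation of the plate's test wells plus 3 SD, cut at about 12% in these data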;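 further: 0% = DMSO only wells and 100% = carbachol wells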
Target sequence (Q8TDD5 whole entry, looked up): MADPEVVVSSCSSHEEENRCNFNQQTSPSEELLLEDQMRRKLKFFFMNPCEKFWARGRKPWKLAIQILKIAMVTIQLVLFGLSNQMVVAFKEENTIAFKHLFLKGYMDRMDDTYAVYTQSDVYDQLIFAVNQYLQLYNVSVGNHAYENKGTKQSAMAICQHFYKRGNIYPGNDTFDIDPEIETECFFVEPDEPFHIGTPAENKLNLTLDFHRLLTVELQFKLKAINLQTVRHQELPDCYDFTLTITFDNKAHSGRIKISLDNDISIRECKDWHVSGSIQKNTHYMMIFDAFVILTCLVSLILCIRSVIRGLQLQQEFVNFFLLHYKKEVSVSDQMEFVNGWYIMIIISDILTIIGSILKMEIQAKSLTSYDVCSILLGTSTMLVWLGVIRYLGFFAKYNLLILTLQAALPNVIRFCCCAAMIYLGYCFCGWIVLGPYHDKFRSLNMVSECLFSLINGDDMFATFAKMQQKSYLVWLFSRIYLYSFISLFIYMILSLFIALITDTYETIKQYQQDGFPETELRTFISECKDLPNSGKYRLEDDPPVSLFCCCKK
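Material: TRPML3-YFP stable HEK293 cells | Dosing: One concentration, 3 µM nominal, 0.3% DMSO | Timing: 125 s total fluorescence read per well | Technique: Fluo-8 calcium dye fluorescence, ex 470-495, em 515-575 nm | Measure: Percent activation from peak-to-basal fluorescence ratio, scaled between DMSO and carbachol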
NPY-Y1 PAM-ag: NPY-Y1 receptor potentiators or agonists, primary screen, cell-based; Neuropeptide Y receptor type 1 (Homo sapiens), P25929; 0.37% of 220,000 active; NPY-Y1 expressing cells, potentiator/agonist activation; AID 1304, 2008; activation, % at 3.6 µM; in the data active means activation above about 33%, passing the limit was not always enough;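 further: cells stimulated with NPY at EC10 then isoproterenol at EC100; 0% = low agonist plus stimulus and 100% = saturating agonist plus stimulus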
Target sequence (P25929 whole entry, looked up): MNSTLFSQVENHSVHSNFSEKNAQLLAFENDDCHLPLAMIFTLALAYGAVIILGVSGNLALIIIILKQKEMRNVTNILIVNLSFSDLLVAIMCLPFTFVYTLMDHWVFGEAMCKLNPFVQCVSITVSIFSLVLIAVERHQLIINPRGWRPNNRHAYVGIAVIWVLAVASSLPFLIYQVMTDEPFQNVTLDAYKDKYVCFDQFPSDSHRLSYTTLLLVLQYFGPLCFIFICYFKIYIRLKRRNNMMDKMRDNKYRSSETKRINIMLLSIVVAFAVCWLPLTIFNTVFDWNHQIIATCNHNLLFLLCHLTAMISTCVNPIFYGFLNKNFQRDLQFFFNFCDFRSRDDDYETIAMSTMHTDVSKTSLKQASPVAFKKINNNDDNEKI
EP2 modulator: EP2 receptor modulators, cAMP readout, primary screen, cell-based, HTRF cAMP, PGE2 stimulation; Prostaglandin E2 receptor EP2 subtype (Homo sapiens), P43116; EP2-expressing cells, cAMP HTRF FRET, PGE2 co-stimulation; induction, % at 25 µM; 0.83% of 260,000 active;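 active means compounds whose cAMP rise, as percent of the full-agonist control response, exceeds 60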;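 further: rat C6 glioma line stably carrying human EP2 under a CMV promoter; the protocol text gives 20 µM as final concentration; 100% = response of wells given 1 µM PGE2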
S1P4 antag: S1P4 receptor antagonists, primary screen, cell-based; S1P4-expressing cells, antagonist mode, reporter read-out; Sphingosine 1-phosphate receptor 4 (Homo sapiens), O95977; inhibition, % at 4.98 µM; 0.26% of 220,000 active; AID 1510, 2009; in the data active means inhibition above about 29%;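 further: 0% = wells stimulated with agonist and 100% = vehicle wells without agonist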
TRPN1 ag: zebrafish TRPN1 channel agonists, primary screen, cell-based, HEK293, calcium fluorescence. transient receptor potential cation channel N1 (TRPN1/NompC), Danio rerio. HEK293 zebrafish TRPN1-YFP, Fluo-8 calcium fluorescence; 100% = response to 87 µM carbachol. activation, % at 3 µM. 0.18% of 220,000 active;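 active means activation above its plate's cutoff, the mean activation of test wells on that plate plus 3 SD, cut at about 19% in these data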;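 further: 0% = DMSO alone and 100% = 87 µM carbachol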
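Control set: carbachol 87 µM as high control, DMSO as low control; system: HEK293 stable line with zebrafish TRPN1-YFP; read-out: % activation versus carbachol response; detection: intracellular calcium fluorescence with Fluo-8; doses: single test compound dose, 3 µM nominal, 0.3% DMSO; schedule: dye 1 h 37 °C plus 30 min RT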
NPY-Y1 antag: NPY-Y1 receptor antagonists, primary screen, cell-based; Neuropeptide Y receptor type 1 (Homo sapiens), P25929; HEK293-CNG Y1 cells, membrane potential fluorescence; NPY at EC95, then isoproterenol; inhibition, % at 3.6 µM; 1% of 200,000 active; AID 1040, 2008;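 active means inhibition above the campaign mean inhibition of all tested compounds plus 3 SD, cut at about 20% in these data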;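 further: 0% = DMSO wells given NPY plus isoproterenol and 100% = isoproterenol alone without NPY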
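Test system – HEK293 Y1/CNG channel cell line · Also added – NPY agonist 25 nM, then isoproterenol 1 µM plus Ro 20-1724 25 µM · Compound dosing – one concentration, 3.6 µM, in 0.4% DMSO · Schedule – compound incubation 1 h at room temperature, readout 45 min post-stimulation · Technique – fluorescence, membrane potential probe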
NPY-Y2 PAM-ag: NPY-Y2 potentiators or agonists, primary screen, cell-based | activation, % at 3.6 µM | cells expressing NPY-Y2, potentiator/agonist read-out | AID 1359, 2008 | Neuropeptide Y receptor type 2 (Homo sapiens), P49146 | 0.45% of 220,000 active; in the data active means activation above about 27%;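 further: cells stimulated with NPY near EC25 plus isoproterenol at EC100; 0% = vehicle plus submaximal agonist and 100% = vehicle plus saturating agonist; some results beyond the cut were filed as inactive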
Active calls of the source: *; / = no result given; & = joins results of further samples.

The line under a structure holds: S1P4 ag	CHOP inhibitor	TRPML3 agonist	NPY-Y1 PAM-ag	EP2 modulator	S1P4 antag	TRPN1 ag	NPY-Y1 antag	NPY-Y2 PAM-ag
- CC1(C)C(=O)Nc2ccccc2N1C(=O)CN1C(=O)c2ccccc2C1=O
    0.6	-12	0.0	3	-14	-8	0.1	2	-3
- Cc1ccc(NC(=S)N=Nc2c(O)[nH]c3ccccc23)cc1
    0.8	69	0.7	4	-42	4	-2.3	1	14
- COc1ccc(S(=O)(=O)N2c3ccccc3OCC2c2ccccc2)cc1 (stereo not drawn)
    -1.0	22	0.0	4	16	-9	0.4	1	-8
- CS(=O)(=O)N(CCc1ccccc1)CC(=O)N1CCN(c2ccccc2F)CC1
    0.3	10	0.4	2	-35	-5	0.6	2	11
- O=C(CSc1ccccc1)N[C@@H](Cc1ccccc1)C(=O)O
    -1.0	19	0.6	9	2	-4	2.0	0	16
- CCCCOC(=O)C1CN(c2ccccc2)N=C1C(C)=O (stereo not drawn)
    -0.1	44	-0.9	11	60	-6	-1.1	4	3
- CSc1ccccc1-c1nnc(-c2ccc(Cl)cc2)o1
    0.2	-34	-0.1	-35	36	-1	0.3	11	-35
- O=C1OC(c2ccccc2)=NC12CC2c1ccc(Cl)cc1 (stereo not drawn)
    -1.5	-13	0.5	-12	-5	-2	-1.6	-3	-12
- CCCCc1cc(=O)oc2cc(OCC(=O)N(CC)CC)ccc12
    -0.1	4	0.2	-1	-11	-1	1.1	4	10
- N=C(SC1CC(=O)N(c2ccc(F)cc2)C1=O)N1N=C(c2ccccc2)CC1c1ccccc1 (stereo not drawn)
    -1.8	66	0.9	-15	-12	7	2.2	1	-6
- Nc1c(S(=O)(=O)c2cccs2)c2nc3ccccc3nc2n1/N=C/c1cccc(O)c1
    -2.7	89*	-0.4	23	-7	-2	-0.6	-9	24
- O=S(=O)(/N=C(/Nc1ccccc1F)c1ccccc1)c1ccccc1
    1.1	28	0.2	0	22	-14	-1.0	1	-2
- CC(C)n1nnnc1SCC(=O)NCCc1ccccc1
    -0.6	-7	1.0	-9	2	-5	-1.0	5	3
- COc1ccc(-c2nc(C#N)c(N3CCCCCC3)o2)cc1
    1.7	43	0.1	-28	52	-4	-0.9	8	-24
- COc1nonc1NCn1nc(C)cc1C
    -0.8	-20	1.1	3	16	-24	0.9	-3	2
- COc1ccccc1N/C(N)=N/c1nc(C)cc(C)n1
    2.6	-3	2.0	8	-10	-10	3.0	/	-7
- Cc1nnc(SCc2ccc(Cl)c(Cl)c2)s1
    -0.5	-8	-0.1	10	7	-8	1.1	3	2
- O=C1/C(=C/c2cccs2)CCC1C1CCCC1 (stereo not drawn)
    1.1	58	0.2	-22	13	-7	-1.1	9	-2
- Cc1cc(C)n(-c2ccc(C(=O)N3CCc4ccccc43)cc2)n1
    -1.1	51	0.1	4	26	1	-1.0	1	-6
- Cc1c(N2C(=O)C(=O)/C(=C(/O)c3ccccc3)C2c2ccc(F)cc2)c(=O)n(-c2ccccc2)n1C (stereo not drawn)
    0.6	-13	0.8	-20	10	2	-0.4	-2	6
- O=C(NCc1ccccc1)C(c1ccncc1)N(C(=O)c1csnn1)C1CC1 (stereo not drawn)
    1.5	0	0.0	19	-15&14	-9	0.1	-1	-8
- COc1ccc([N+](=O)[O-])cc1C(=O)Nc1ccc(OCC(=O)N2CCOCC2)cc1
    -0.8	-14	1.2	-21	10	-9	3.8	0	6
- N#Cc1ccc(CSc2nnc(-c3ccccn3)n2-c2ccc(Cl)cc2)cc1
    0.7	-3	-0.4	14	16	-1	0.2	7	5
- CC(C)OCC1CC(CC(=O)NC(=S)Nc2cccc([N+](=O)[O-])c2)C(=O)O1 (stereo not drawn)
    -0.2	-3	0.2	-11	10	-25	0.2	-2	-10
- O=C(COc1ccccc1)Nc1ncccn1
    -0.6	-30	0.3	-9	-6	2	0.0	-1	13
- CC(=O)Nc1ccccc1-c1nn[nH]n1
    2.7	-6	0.8	2	8	8	-0.5	2	1
- CCOc1ccccc1NC(=O)NC(C)c1ccncc1 (stereo not drawn)
    0.0	24	0.0	-5	5	-20	-2.0	6	10
- NS(=O)(=O)c1ccc(CCNC(=O)c2cc(-c3cc(Cl)ccc3O)n[nH]2)cc1
    1.8	-4	0.2	1	-49	0	-0.1	/	4
- CCN(CC)CCOC(=O)c1ccc(NC(=O)C2(c3ccccc3)CCCC2)cc1
    0.4	27	1.5	-14	-28	8	2.2	4	-16
- CC(C)(C)C(=O)NC1=NN(c2c(Cl)cc(Cl)cc2Cl)C(=O)C1
    -1.2	0	0.8	1	5	1	-2.2	-1	-2
- O=C(NNc1ccc(Cl)cc1)c1sccc1Cl
    -0.7	0	0.6	38	-9	1	1.2	/	8
- CCn1ncc2c1C(=O)NC1c3ccccc3C(=O)N21 (stereo not drawn)
    1.9	18	1.1	0	3	-8	1.1	2	3
- Cc1ccc(NC(=S)Nc2ccc(C(C)C)cc2)cc1S(=O)(=O)N1CCCCCC1
    1.3	63	0.7	0	-19	-13	0.2	0	16
- COc1ccc(CNc2nc3ccccc3n2CCN2CCCCC2)c(OC)c1
    -0.9	3	-0.4	-29	-10	6	-0.2	29*	-7
- O=[N+]([O-])c1c(C(Cl)Cl)nn(-c2ccc(Cl)cc2)c1N1CCCCC1
    1.2	5	0.2	-11	28	8	-0.1	7	-2
- Cc1ccc(NC(=O)CN2CCCCCC2)c(Br)c1
    -0.4	75*	0.7	-5	49	-20	1.4	3	-6
- CCc1ccc(OCC(=O)NC(NC(=S)Nc2ccc(Cl)cc2)C(Cl)(Cl)Cl)cc1 (stereo not drawn)
    0.1	102*	0.7	-3	-16	42*	-0.3	-2	-5
- COc1ccccc1N1CCN(S(=O)(=O)CC23CCC(CC2=O)C3(C)C)CC1 (stereo not drawn)
    1.3	35	3.4	6	-2	-1	1.9	-2	-4
- CC(C)Cc1nc(S(=O)(=O)c2ccc(Cl)cc2)c(N2CCOCC2)o1
    -0.9	0	0.2	-7	15	2	-0.7	5	6
- O=C(O)c1cccc(NS(=O)(=O)c2ccc3c(c2)OCCCO3)c1
    0.4	-2	1.0	-2	16	-9	-0.5	9	2
- COC(=O)CSc1nnc(CNc2ccc(Cl)cc2)n1Cc1ccccc1
    1.6	37	1.6	2	-11	-16	5.6	-4	5
- CCOC(=O)C(C(=O)OCC)C1N=C(N)N=C2Oc3ccccc3N21 (stereo not drawn)
    1.6	-28	-0.5	3	9	-18	-0.3	7	-10
- CCn1c(C)nc2cc(C(=O)NNC(=S)Nc3ccc(OC)cc3)ccc21
    -0.5	0	0.7	-9	-39	-15	1.8	3	-5
- CCC(=O)NC1=C(Cl)C(=O)C(NC(=O)CC)=C(Cl)C1=O
    2.8	87*	-1.3	16	-49	-6	-2.9	/	-30
- Cc1ccc(-n2cc(CN(C)Cc3nccn3C)c(-c3ccc(F)cc3)n2)cc1
    -0.3	30	-0.6	-7	23	4	-1.0	8	-6
- COc1ccccc1OCC(O)Cn1c(=N)n(Cc2ccccc2)c2ccccc21 (stereo not drawn)
    -0.5	30	0.3	-55	-5	8	-0.1	27*	-26
- COc1ccc2[nH]c(=O)c(CN(Cc3ccco3)C(=O)c3ccccc3)cc2c1
    0.3	7	-0.6	6	9	-10	-1.0	-2	10
- O=C(O)CCCC(=O)Nc1ccc(Cl)c(Cl)c1
    0.6	15	0.1	-19	19	9	-0.2	9	-12
- O=C(CN(Cc1ccco1)C(=O)c1nsc(Cl)c1Cl)NC1CCCCC1
    0.9	20	-0.1	-4	18&6	-2	-0.1	3	-7
- COc1cccc(C2=NO[C@@H]3C(=O)N(Cc4ccccc4)C(=O)[C@H]23)c1OC
    1.1	23	0.1	-10	7	-16	1.9	-4	-2
- O=C(Nc1ccc(Br)c(C(F)(F)F)c1)c1ccc(C(F)(F)F)cc1
    -2.2	102*	7.4	-22	-45	13	14	/	-3
- CCOCCCNC(=O)C1CC(=O)N(C2CCCC2)C1 (stereo not drawn)
    -3.2	-9	0.2	4	16	-11	0.8	0	-12
- c1cc2c(c(NCc3ccncc3)c1)CCCC2
    1.0	41	1.2	13	-7	-6	1.2	-8	17
- O=C1OC(OC2CCCCC2)(c2ccccc2)c2ccccc21 (stereo not drawn)
    0.9	-9	-1.1	21	19	7	0.3	4	7
- CCCCC(=O)N/N=C/c1ccc(N2CCOCC2)c([N+](=O)[O-])c1
    0.7	13	0.4	-32	-34	-17	0.6	0	-6
- O=C(O)COc1ccccc1/C=N/NC(=O)CN1CCN(Cc2ccccc2Cl)CC1
    0.1	10	0.6	10	-23	-10	1.1	/	6
- CCc1cc2cc(C)ccc2nc1SCC(=O)Nc1cc(C)on1
    1.1	46	0.3	2	-8&1	2	-0.1	-4	4
- Cc1cc(N)n(-c2nc(-c3cccnc3)nc3ccccc23)n1
    -0.4	-6	0.3	17	-24	-9	0.1	4	-12
- Nc1ccc2nc(C3CCCCC3)[nH]c2c1
    0.2	-3	0.2	8	13	-6	1.1	5	-5
- NC(=O)C1CCN(CC(=O)N2N=CCC2c2ccccc2)CC1 (stereo not drawn)
    1.6	-17	-0.3	15	27	-25	1.9	-4	-4

Other entries.
The line under a structure holds: S1P4 ag	CHOP inhibitor	TRPML3 agonist	NPY-Y1 PAM-ag	EP2 modulator	S1P4 antag	TRPN1 ag	NPY-Y1 antag	NPY-Y2 PAM-ag
- S=C(Nc1ccc(Cl)cc1)Nc1cccc2cnccc12
    3.3	22	0.7	-12	-45	4	-0.3	-5	6
- Fc1ccc(-c2nc3c(-c4ccc(Cl)cc4)cnn3cc2CCN2CCOCC2)cc1
    -0.8	19	0.9	4	-46	10	1.1	-2	1
- Cc1ccc(C(C(=O)NC(C)(C)C)N(Cc2ccccc2)C(=O)c2snc(C(N)=O)c2N)o1 (stereo not drawn)
    1.0	2	-0.6	-1	29&36	0	-1.6	10	-16
- COCCCNC(=O)CCc1c(C)nc2c(-c3ccc(F)cc3)c(C)nn2c1C
    -1.0	2	0.5	2	-10	3	0.0	/	10
